# Screening data deposited in PubChem BioAssay by several laboratories.
# EBNA-1 inhibitor: EBNA-1 DNA-binding inhibitors, primary screen, biochemical, fluorescence polarization; inhibition, % at 14.8 µM; actives 0.34% (n = 300,000); in the data active = inhibition above about 28%
# Fam108B inh: mouse Fam108B serine hydrolase inhibitors, primary screen, counter-screen for RBBP9 inhibitor project, biochemical, fluorescence polarization; inhibition, % at 9.51 µM; AID 1947, 2009; actives 0.33% (n = 300,000); recombinant Fam108B, FP-Rh probe fluorescence polarization;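 active = inhibition above the screen mean inhibition plus 3 SD, computed separately per campaign, cut at about 18% in these data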;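 note: inhibitors lower polarization as less probe binds the enzyme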
# ZTA DNA inh: counter-screen for EBNA-1 inhibitors: inhibitors of Epstein-Barr virus ZTA; P03206; ZTA-DNA binding, fluorescence polarization; inhibition, % at 11 µM; actives 0.15% (n = 320,000); AID 2234; in the data active = inhibition above about 33%
# Target sequence (P03206 whole entry, looked up): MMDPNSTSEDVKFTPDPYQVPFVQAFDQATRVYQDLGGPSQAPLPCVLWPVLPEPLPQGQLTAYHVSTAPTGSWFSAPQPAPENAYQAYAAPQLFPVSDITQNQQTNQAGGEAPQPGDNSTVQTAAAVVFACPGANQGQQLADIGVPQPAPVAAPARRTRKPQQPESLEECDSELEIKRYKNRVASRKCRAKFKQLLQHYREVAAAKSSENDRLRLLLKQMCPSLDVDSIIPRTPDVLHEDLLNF
# GLD-1 TGE inh: GLD-1/TGE RNA complex disruptors, primary screen, biochemical, fluorescence polarization. actives 0.44% (n = 320,000). inhibition, % at 5.96 µM. AID 2280, 2010. purified GLD-1 + fluorescein TGE RNA;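 active = percent inhibition above a per-plate cutoff, the plate mean of test compounds plus 3 SD, cut at about 30% in these data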;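 note: 0% = DMSO wells with GLD-1 and probe and 100% = wells lacking GLD-1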
# Target sequence (Q17339 whole entry, looked up): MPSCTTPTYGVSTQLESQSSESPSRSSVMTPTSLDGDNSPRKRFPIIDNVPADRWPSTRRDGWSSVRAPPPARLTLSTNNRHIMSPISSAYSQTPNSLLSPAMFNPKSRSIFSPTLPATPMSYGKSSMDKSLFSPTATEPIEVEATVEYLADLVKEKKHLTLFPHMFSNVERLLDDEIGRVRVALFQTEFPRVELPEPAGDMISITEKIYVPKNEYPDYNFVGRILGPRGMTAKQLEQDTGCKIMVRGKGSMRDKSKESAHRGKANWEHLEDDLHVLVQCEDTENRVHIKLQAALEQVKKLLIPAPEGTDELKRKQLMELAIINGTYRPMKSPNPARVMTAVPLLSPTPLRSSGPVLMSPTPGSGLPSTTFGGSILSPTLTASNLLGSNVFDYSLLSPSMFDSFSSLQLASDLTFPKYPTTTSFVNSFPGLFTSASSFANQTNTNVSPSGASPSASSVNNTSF
# MEX-5 binding: MEX-5 zinc finger RNA-binding disruptors – biochemical, C. elegans, fluorescence polarization, MLPCN library, primary screen; Zinc finger protein mex-5 (Caenorhabditis elegans), Q9XUB2; MEX-5/FITC-TCR2 RNA binding; stronger effect = lower value; activity score (negative = inhibition of binding), % at 10 µM; actives 0.38% (n = 300,000); AID 1832, 2009;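 active = inhibition past about -25% in most replicates, and total fluorescence under double the plate's negative control median, limit read from the data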;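 note: 0% = DMSO and -100% = 5 µM competing unlabeled TCR2 RNA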
# MCL1 BIM primary: inhibitors of MCL1 binding to BIM-BH3, primary screen, biochemical, fluorescence polarization; inhibition, % at 10.9 µM; actives 0.68% (n = 320,000); AID 2057, 2009; Induced myeloid leukemia cell differentiation protein Mcl-1 (Homo sapiens), Q07820; GST-MCL1 / FITC-Bim-BH3 fluorescence polarization;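 active = inhibition above the mean inhibition of all tested compounds plus 3 SD, set per campaign, cut at about 40% in these data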;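 note: 0% = DMSO wells and 100% = unlabeled Bim-BH3 peptide control; higher means more loss of mP so more displacement of Bim peptide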
# CR mimetic SO: reduction of superoxide in aged yeast, primary screen, HTS | S. cerevisiae aged cells, superoxide DHE fluorescence; stronger effect = lower value | actives 0.18% (n = 330,000) | AID 2690, 2010 | superoxide response (% of plate mean), % at 10 µM;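 active = superoxide response under a set limit, about three screen SD below normal, cut at about 65% in these data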;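 note: yeast aged for seven days with compound at 30 °C before DHE staining; 100% = average MFI of all compound-treated wells on the plate with controls excluded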
# BCLXL inh: inhibitors of human Bcl-xL, primary screen, biochemical, fluorescence polarization, HTS; Bcl-2-like protein 1 (Homo sapiens), Q07817; GST-Bcl-xL / FITC-Bim BH3 peptide fluorescence polarization; inhibition, % at 10.9 µM; actives 0.7% (n = 320,000);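 active = inhibition above the mean of all tested compounds plus 3 SD, cutoff set per campaign, cut at about 30% in these data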;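 note: 0% = DMSO wells and 100% = unlabeled Bim-BH3 peptide competitor; inhibitors lower millipolarization by displacing the labeled peptide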
# Target sequence (Q07817 whole entry, looked up): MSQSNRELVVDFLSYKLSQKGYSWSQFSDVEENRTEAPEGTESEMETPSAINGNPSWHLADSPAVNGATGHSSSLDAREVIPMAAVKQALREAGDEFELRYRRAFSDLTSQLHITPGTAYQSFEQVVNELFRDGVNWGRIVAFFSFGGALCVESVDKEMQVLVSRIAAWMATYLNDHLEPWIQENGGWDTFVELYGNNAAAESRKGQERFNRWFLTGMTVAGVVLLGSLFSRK
# Efflux pump inh: inhibitors of Candida efflux pumps in yeast, primary screen, S. cerevisiae, Nile Red, multiplex. S. cerevisiae Candida pump triplex. inhibition, % at 10 µM. actives 0.44% (n = 330,000);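 active = plate passing quality check with inhibition over a set limit, or well fluorescence over plate mean plus 4 SD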;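 note: Nile Red retained in pooled yeast measured as flow cytometry median fluorescence; 0% = buffer negative control and 100% = Enniatin B positive control; higher means more Nile Red kept so more efflux inhibition; some compounds called inactive have numbers as strong as hits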
# * = called active by the depositor; nt = not tested or not shown.
Molecule	EBNA-1 inhibitor	Fam108B inh	ZTA DNA inh	GLD-1 TGE inh	MEX-5 binding	MCL1 BIM primary	CR mimetic SO	BCLXL inh	Efflux pump inh
Cc1cc(C)nc(SCc2nnc(SCC(=O)OC3CCCCC3)o2)n1	-1.2	-1.5	-17.2	-3.7	0.5	4.4	109.4	5.7	-0.1
CCc1cc(OCCOCCN(C)C)ccc1Cl	-1.5	1.1	-0.4	0.8	-0.3	0.8	110.3	0.2	0.2
O=C(Cc1ccc([N+](=O)[O-])cc1)N1CCCc2ccccc21	-23.1	-0.8	-0.8	-0.1	1.1	2.0	103.9	1.4	0.3
O=C(Nc1ccc(S(=O)(=O)NCc2cccnc2)cc1)c1ccco1	3.5	-4.9	-3.6	0.6	3.3	9.3	93.4	5.4	-0.2
CCn1c(SCC(=O)OCc2ccccc2)nnc1-c1ccco1	2.9	2.2	-18.3	1.6	0.7	-5.6	88.8	3.1	0.1
Cc1cnc(C(=O)N2CCCC(C(=O)c3ccc(C(F)(F)F)cc3)C2)cn1 (stereo not given)	-15.1	-7.4	-3.2	-3.5	0.9	-5.6	96.1	-5.5	0.3
CCN(CC)c1ccc(/C=N/NS(=O)(=O)c2cccc([N+](=O)[O-])c2)cc1	-3.6	-0.5	6.7	-0.3	3.0	-3.1	97.8	7.2	0.1
NS(=O)(=O)c1ccc(CCN=Cc2ccccc2O)cc1	5.8	1.0	5.5	2.7	-2.7	21.7	99.8	9.9	-0.4
Cc1ccc(S(=O)(=O)N2CCCC2)cc1C(=O)NCCOc1ccccc1	nt	nt	-18.8	7.2	nt	-2.9	83.1	2.8	0.0
COc1ccc(C(C(=O)NCc2ccccc2)N(Cc2cccnc2)C(=O)c2snc(C(N)=O)c2N)cc1OC (stereo not given)	10.4	-0.3	6.3	-4.2	-1.6	-5.3	109.3	3.6	0.3
Cc1cccc(NC(=O)CSc2nc3[nH]ncc3c(=O)[nH]2)c1C	2.2	0.6	3.0	3.1	0.7	9.6	109.8	8.6	0.5
COc1ccc(/C=C(/NC(=O)c2ccccc2)C(=O)N2CCC(C)CC2)cc1	-4.9	7.4	3.1	-2.4	-0.2	-0.2	105.4	0.3	0.0
N/C(=N\OC(=O)C12CC3CC(CC(C3)C1)C2)c1ccccn1	8.5	-0.5	2.7	2.7	1.5	-6.5	114.2	-1.2	-0.1
Nc1cnn(C2OC(CO)C(O)C2O)c(=O)n1 (stereo not given)	-6.6	-3.0	8.7	1.7	-0.8	-3.7	84.7	-0.8	0.0
O=C(NC1CC2CCCC(C1)N2C(=O)N1CCCCC1)C1CCCCC1 (stereo not given)	3.6	-3.0	8.3	-3.2	-0.3	1.6	92.1	0.9	0.3
CCn1cc(S(=O)(=O)NCc2ccccc2Br)cn1	-5.3	3.3	7.5	2.6	-0.3	4.3	99.5	5.8	0.2
O=[N+]([O-])c1ccc(N2CCNCC2)cc1Sc1nc2ccccc2[nH]1	4.1	-3.2	1.4	3.9	-1.6	-1.9	103.8	-1.8	-0.2
COc1ccccc1N1CCN(C(=O)NCc2ccc(Cl)cc2)CC1	-11.7	-3.9	-16.1	5.1	-3.8	-1.9	120.7	0.8	0.0
Cc1cc(CNC(=O)Cn2nc(C)c([N+](=O)[O-])c2C)c2ccccc2n1	-1.7	2.1	9.4	5.5	nt	2.7	104.2	1.5	0.1
CCCN(CC(=O)Nc1ccccc1C)C(=O)c1oc2ccc(OCC)cc2c1C	7.9	0.0	5.1	1.6	2.1	0.7	109.1	2.2	0.0
CN(C)/C=C1\C(=O)NN=C1c1ccccc1	8.3	-1.2	-0.2	0.6	-3.9	-4.0	83.9	-1.1	0.1
CN1CC2=Cc3ccccc3OC23Oc2ccccc2C=C3C1	11.8	3.5	4.3	33.5*	-8.3	15.9	99.6	14.4	0.3
CNC(=O)c1ccc(OCc2ccccc2)c(OC)c1	6.6	3.4	-7.7	0.1	nt	6.8	104.1	1.9	-0.1
C/C(=N\NC(=O)CCC(=O)O)c1c(-c2ccccc2)c2cc(Br)ccc2[nH]c1=O	4.2	-6.9	-0.9	10.5	1.4	0.7	106.6	3.7	0.1
CCOc1ccc(NC(=S)NNC(=S)Nc2cccc(C(F)(F)F)c2)cc1	9.5	7.0	8.8	4.2	2.6	4.7	94.9	11.9	-0.1
CSCC[C@H](N)C(=O)N1CCC(C(=O)N[C@H](C(=O)NCc2ccccc2F)C(C)C)CC1	5.4	-1.1	-7.6	3.4	0.0	3.5	88.1	-0.1	0.0
CCC(C)NC(=O)COC(=O)Cc1sc(N)nc1-c1ccc(C)cc1 (stereo not given)	-2.2	-2.5	-1.5	5.7	1.8	1.2	115.5	6.5	0.3
CSc1nnc(-c2ccccc2Cl)o1	8.3	-4.6	2.4	9.2	-1.4	-2.2	99.2	0.4	-0.1
O=C(Nc1cccc(Br)c1)c1ccc2nc(N3C(=O)CCC3=O)sc2c1	13.4	-19.2	4.0	0.6	-0.3	-6.6	110.0	-5.0	-0.1
Cc1ccc(C)c(NC(=O)CN(C)C(=O)[C@@H](NC(N)=O)C(C)C)c1	-3.0	2.5	-10.8	-9.1	2.3	-7.0	99.8	-8.9	0.1
CCOC(=O)N1CCN(C(=O)COc2ccc(S(=O)(=O)NCC(C)C)cc2C)CC1	-5.8	3.9	-4.7	5.5	-1.9	-1.7	114.9	2.7	0.2
COc1cccc(N2C(=O)Nc3ccc(Br)cc3C2(O)C(=O)NCCCN(C)C)c1 (stereo not given)	-1.5	0.5	6.3	-7.4	-2.8	4.0	104.3	1.3	0.2
O=C(/C=C/c1ccc(Br)cc1)NCCCn1ccnc1	-4.9	-4.1	-3.0	-10.8	-0.4	4.7	110.0	-2.0	0.5
CC(C)COc1ccc(N)cc1OCC(C)C	0.3	2.5	-7.1	1.9	-0.1	-0.8	89.5	7.9	0.0
Cc1ccc(CCNC(=O)c2coc3nc4ccccc4nc23)cc1	-3.0	-31.6	-0.3	3.0	-14.8	11.5	102.2	9.5	0.5
CNC(=S)NNC(=O)c1ccccc1Br	-6.3	0.7	6.1	7.8	-2.2	11.2	94.3	5.7	0.6
CN(C(=O)CN1C(=O)NC(C)(c2cccc(Br)c2)C1=O)C1CCCCC1 (stereo not given)	nt	nt	1.2	-1.6	nt	82.2*	127.7	8.3	-0.1
Cc1cc(C)cc(C(=O)NC(CC(N)=O)c2ccc(N3CCN(C)CC3)c([N+](=O)[O-])c2)c1 (stereo not given)	4.1	-3.1	-12.4	9.9	3.4	-0.8	95.2	0.6	-0.2
Oc1ccccc1/C=N/Nc1ncc(Br)cn1	8.4	1.2	10.6	-9.1	0.3	-11.7	104.1	1.6	0.1
CCOc1ccccc1NC(=O)c1cc(Cl)ccc1NC(=O)c1ccco1	1.8	-0.7	7.4	4.0	-1.3	3.3	87.9	5.0	0.0
CCCC(=O)NC(=S)Nc1cccc(-c2nc3ncccc3o2)c1	3.0	2.9	-6.6	7.9	-2.1	2.8	99.7	2.2	0.0
COc1ccc(-c2oc3ccccc3c(=O)c2OC(=O)c2ccc(C)cc2)cc1	-1.1	-12.9	-5.3	7.7	0.3	1.9	82.2	3.7	-0.1
Cc1ccc2cc(CN(CCCO)S(=O)(=O)c3cccc4nsnc34)c(=O)[nH]c2c1	3.2	-3.1	-0.9	5.7	0.2	7.5	96.5	7.7	0.1
Cc1nn(Cc2cccc(F)c2)c(C)c1NC(=O)c1c([N+](=O)[O-])c(C)nn1C	1.2	1.4	-6.6	7.6	nt	-4.9	102.5	0.4	0.0
COC(=O)CCCNC(=O)c1ccccn1	1.8	1.6	-5.8	-2.5	0.2	-3.9	78.6	-1.5	0.1
COC(=O)c1c(NC(NC(=O)CC(C)C)C(Cl)(Cl)Cl)sc2c1CCC2 (stereo not given)	-8.1	-0.1	1.3	0.2	-0.7	6.0	102.5	0.0	-0.2
Nn1c(SCC(=O)NC2CCCCC2)nnc1-c1ccc(Cl)cc1	2.3	0.8	-1.1	7.0	3.0	3.3	95.7	-2.5	0.0
COc1ccc(S(=O)(=O)NCc2cccs2)cc1	-7.3	1.3	-2.5	4.5	-0.7	0.6	89.0	5.5	0.1

# Rewritten as labelled records: entries from further up.
CN1CC2=Cc3ccccc3OC23Oc2ccccc2C=C3C1
  EBNA-1 inhibitor = 11.8; Fam108B inh = 3.5; ZTA DNA inh = 4.3; GLD-1 TGE inh = 33.5*; MEX-5 binding = -8.3; MCL1 BIM primary = 15.9; CR mimetic SO = 99.6; BCLXL inh = 14.4; Efflux pump inh = 0.3
CNC(=O)c1ccc(OCc2ccccc2)c(OC)c1
  EBNA-1 inhibitor = 6.6; Fam108B inh = 3.4; ZTA DNA inh = -7.7; GLD-1 TGE inh = 0.1; MEX-5 binding = nt; MCL1 BIM primary = 6.8; CR mimetic SO = 104.1; BCLXL inh = 1.9; Efflux pump inh = -0.1

# More results:
Molecule	EBNA-1 inhibitor	Fam108B inh	ZTA DNA inh	GLD-1 TGE inh	MEX-5 binding	MCL1 BIM primary	CR mimetic SO	BCLXL inh	Efflux pump inh
COc1ccccc1N(CC(O)Cn1ccnc1C)S(=O)(=O)c1ccc(C)cc1 (stereo not given)	7.2	2.4	16.9	-0.8	0.9	0.0	103.4	-0.3	0.0
Brc1ccc(-c2nnc3n2CCCCC3)cc1	5.3	-4.4	-5.6	-4.2	-2.5	1.8	99.3	4.8	0.0
CCOC(=O)c1ccc(NC(=O)NCCN2CCCCC2)cc1	8.5	-1.3	2.3	2.8	0.8	9.6	94.8	4.0	0.1
NC(=O)CSc1nc(-c2ccccc2)nc2c1CCCC2	-3.0	-0.9	6.6	-6.3	0.6	6.4	106.7	4.2	-0.1
CCN(C(=O)C(C)N1C(=O)/C(=C/c2ccco2)SC1=S)C1CCS(=O)(=O)C1 (stereo not given)	-13.7	1.5	7.5	11.6	-0.8	58.8*	102.4	33.0*	0.5
COc1ccc(OC)c(N(C(=O)c2ccco2)C(C(=O)NC2CCCC2)c2cc(OC)c(OC)c(OC)c2)c1 (stereo not given)	-9.1	4.0	12.7	2.1	0.8	1.2	98.0	4.7	-0.1
CCCc1nnc(NC(=O)C(C)N2C(=O)C3C4C=CC(C4)C3C2=O)s1 (stereo not given)	-8.3	0.2	0.0	-3.1	-0.5	5.5	113.8	-1.3	0.1
CC(C)(C)NC(=O)Cn1c(SCC(=O)N2CCCCCC2)nc2ccccc21	-11.4	-4.6	-8.8	4.8	-2.8	4.8	96.3	3.0	0.1
CC(C)CCn1c(=O)c2ccccc2n2c(CCC(=O)NCC3CCCO3)nnc12 (stereo not given)	-3.2	0.5	0.9	-1.4	-2.2	11.1	97.4	0.7	-0.3
NC(=O)C1CCN(c2oc(-c3ccc(F)cc3)nc2S(=O)(=O)c2ccccc2)CC1	nt	nt	7.2	4.7	nt	0.5	96.9	3.8	0.0
O=C(NCCc1c[nH]c2ccccc12)c1ccc2c(c1)OCO2	3.7	5.1	1.3	7.3	1.8	0.9	106.1	6.7	-0.1
Cc1cc(-n2[nH]c(C)c(C)c2=O)nc(-c2ccccc2O)n1	-12.0	0.9	-6.6	4.5	0.1	0.2	102.0	-0.4	0.0
COc1ccc(COC(=O)Nc2c(SC)nsc2SC)cc1	4.5	4.9	13.5	3.6	-1.6	3.7	102.6	8.6	-0.1
